# From PubChem BioAssay
# Salmonella PhoP GFP – PhoP regulon inhibitors, Salmonella typhi PhoP promoter GFP reporter, confirmatory (AID 1850); actives 0.33% (n = 310,000); Salmonella Typhi PhoP-promoter GFP reporter, fluorescence, 4 h; higher % means a stronger effect; inhibition, % at 50 µM; hits with a dose series show IC50 in µM; in the data active means a potency from the dose series; inconclusive means inhibition mostly from about 25% at the one dose, without a potency; inactive means the rest, 99 in 100 with inhibition below about 19%;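 further: 0% = induced wells with vehicle and 100% = uninduced wells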
# inhibitors of VEEV – inhibitors of VEEV TC-83 cytopathic effect, confirmation, Vero cells (AID 588727); one-dose inhibition, % at 20 µM; IC50 in µM for titrated hits; actives 0.13% (n = 350,000); Vero cells, VEEV TC-83 cytopathic effect inhibition; higher % means a stronger effect; in the data active means a potency from the dose series; inconclusive means inhibition mostly from about 14% at the one dose, without a potency; inactive means the rest, 99 in 100 with inhibition below about 12%; further: strong numbers were not always called active
# influenza NS1A – H1N1 influenza NS1A inhibitors, functional cell based assay (AID 504329); NS1A functional cell-based assay, percent inhibition; higher % means a stronger effect; inhibition, % at 12.5 µM; hits with a dose series show IC50 in µM; actives 0.3% (n = 340,000); in the data active means a potency from the dose series; inconclusive means inhibition above about 27% without an active follow-up result; further: strong numbers were not always called active
# H37Rv inhibition – M. tuberculosis growth inhibition, HTS (AID 449762); M. tuberculosis H37Rv growth inhibition, 7H9 media; higher % means a stronger effect; actives 0.59% (n = 330,000); inhibition, % at 25 µM, or IC50 in µM where a hit was titrated; in the data active means a potency from the dose series; inconclusive means inhibition above about 70% without an active follow-up result;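 further: bacterial growth assessed after seven days of incubation; strong numbers were not always called active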
# M. tuberculosis – growth inhibition of non-replicating M. tuberculosis (AID 488890). Mycobacterium tuberculosis non-replicating, growth inhibition; higher % means a stronger effect. one-dose inhibition, % at 25 µM; IC50 in µM for titrated hits. actives 0.39% (n = 320,000); in the data active means a potency from the dose series; inconclusive means inhibition mostly from about 82% at the one dose, without a potency; inactive means the rest, 99 in 100 with inhibition below about 76%;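 further: plate controls were DMSO cells for no effect and high antibiotic wells for full effect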
# inhibitors of VEEV 10K pilot screen – second read-out of inhibitors of VEEV, no call of its own (marks repeat the call); inhibition, %; measured here: 10K pilot screen inhibition
# Active calls of the source: *; i = inactive; ? = inconclusive; . = no result given.
SMILES,Salmonella PhoP GFP,inhibitors of VEEV,influenza NS1A,H37Rv inhibition,M. tuberculosis,others
Cc1cccc(OCCn2c(-c3ccco3)nc3ccccc32)c1,-6%,i,-4%,-19%,29%,
O=C(Nc1ccc(N2CCOCC2)cc1)c1ccc(Cl)nc1,5%,1.5%,3%,-5%,1%,
COc1ccc(CCNC(=O)CCC(=O)N2CCOc3ccccc32)cc1OC,8%,0.2%,6%,-3%,-3%,
Cc1ccc(NC(=O)CN(C)C(=O)c2cccc(S(=O)(=O)NCc3cccs3)c2)cc1,.,2.5%,-21%,2%,29%,
Cc1cc(NC(=O)C(C)SCC(=O)OC(C)C(=O)Nc2ccccc2C)no1 (stereo not drawn),-7%,0.6%,6%,-4%,-6%,
CCCCCC(=O)NC(=S)Nc1ccc(Cl)cn1,-9%,0.1%,10%,10%,75%,
Cn1nc(-c2ccccc2)c(C(=O)NCC(=O)O)c1Cl,-1%,1.1%,3%,-3%,-16%,inhibitors of VEEV 10K pilot screen=1.0
CCOC(=O)CC1=C(C(=O)OCC)C2(C(=O)N1CC(=O)OC)C(C#N)=C(N)Oc1ccccc12 (stereo not drawn),0%,3.3%,-3%,-2%,-10%,
Cc1cc(C(=O)NCC(=O)OCC(=O)N(C(C)C)C(C)C)ccc1[N+](=O)[O-],-2%,0.1%,-6%,-7%,-3%,
Cc1cccc(NC(=O)NNC(=O)c2ccccn2)c1,.,2.4%,1%,28%,?,
Oc1ccccc1C=NN=CC=Cc1ccccc1,.,1.1%,-6%,.,.,
C=CCN(c1ccccc1)S(=O)(=O)c1cccc(C(=O)OCC(=O)NC2CC2)c1,9%,2.4%,2%,1%,-5%,
CCCOc1nc2c(c(=O)n(C)c(=O)n2C)n1Cc1cccc2ccccc12,-9%,i,-2%,4%,21%,
CCCc1cc(=O)[nH]c(SCCCCN2C(=O)c3ccccc3C2=O)n1,-21%,6.9%,-1%,11%,29%,
Cc1cc(-c2nc(-c3ccncc3)no2)ccc1[N+](=O)[O-],-3%,i,26%,-1%,15%,
O=c1c2ccccc2nc(/C=C/c2ccccn2)n1-c1ccccc1,-2%,1.9%,-7%,-8%,3%,
CCCCOc1ccc(CCC(=O)N/N=C/c2ccco2)cc1,4%,0.9%,-17%,41%,75%,
COC(=O)C1=C(N)Oc2cc(C)oc(=O)c2C12C(=O)Nc1ccccc12 (stereo not drawn),-4%,i,-6%,-2%,-24%,
Cc1ccc(N2C(=O)C(NC(=O)c3c(F)cccc3F)(C(F)(F)F)C3=C2CC(C)(C)CC3=O)cc1 (stereo not drawn),-6%,0.5%,4%,0%,13%,
O=C1NC(c2ccccc2)C(C(=O)c2cccs2)C(O)(C(F)(F)F)N1 (stereo not drawn),1%,1.0%,19%,0%,12%,
O=C(N/N=C/c1ccc(-c2ccc([N+](=O)[O-])cc2)o1)C(O)c1ccccc1 (stereo not drawn),-4%,8.8%,-3%,?,64%,
Cc1cc(C)cc(OCC(=O)OCC(=O)Nc2c(C)n(C)n(-c3ccccc3)c2=O)c1,6%,0.1%,5%,10%,11%,
CN1C(=O)C[N+]([O-])=C(c2ccccc2)c2cc(Cl)ccc21,.,1.6%,-1%,.,.,
COc1ccc(NC(=O)C(=O)NCCC2CCCCN2S(=O)(=O)c2ccccc2)cc1 (stereo not drawn),8%,10%,-3%,-11%,-20%,
CCC(=O)N(c1nnc(SCC(=O)NN2C(=O)NC3(CCC(C)CC3)C2=O)s1)C1CC1 (stereo not drawn),.,3.9%,-10%,-8%,3%,
# Carrying on:
SMILES,Salmonella PhoP GFP,inhibitors of VEEV,influenza NS1A,H37Rv inhibition,M. tuberculosis,others
Cc1cc(/C=C2/C(=N)N3C(c4ccccc4)=CSC3=NC2=O)c(C)n1-c1ccccc1,-19%,8.7%,3%,3%,-2%,
CCOc1ccc(-c2nc(CSCC(=O)NC3CC3)c(C)o2)cc1,6%,0.6%,-5%,6%,11%,
Cc1nc(C)n(CC(O)COc2ccc3c(c2)CCC3)n1 (stereo not drawn),-6%,i,-4%,4%,20%,
Cc1cc(NC(NC(=O)c2ccco2)(C(F)(F)F)C(F)(F)F)no1,-1%,3.1%,-3%,-18%,0%,
COc1cc(-c2nnc(SCc3ccccc3Cl)o2)cc(OC)c1OC,-29%,7.0%,-6%,2%,16%,
COc1ccc(OC)c2[nH]c(=O)c(CCNC(=O)CC(C)C)cc12,-9%,1.9%,-7%,8%,7%,
COC(=O)C1=C(C)N(CC2CC2)C(=NCc2cccc(Cl)c2)N[C@H]1c1ccccc1,9%,i,16%,?,i,
CC1(C)COC(c2cccc(C3=NC(C)(C)CO3)n2)=N1,0%,1.0%,-3%,13%,6%,
Cc1ccc(NC(=O)Nc2ncnc3nc[nH]c23)cc1,-4%,9.0%,11%,2%,12%,
CC(NC(=O)c1cccnc1Sc1ccccc1)c1ccc(S(N)(=O)=O)cc1 (stereo not drawn),-1%,2.6%,-2%,-8%,1%,
CCOc1ccc(-c2noc(CCC(N)=O)n2)cc1OCC,-7%,0.3%,-5%,3%,11%,
Cc1ccc(S(=O)(=O)NCC(=O)NC2CCCC2)cc1,.,3.1%,-3%,.,.,
CCN(CC)S(=O)(=O)c1cccc(C(=O)OCC(=O)Nc2ccc3c(c2)c2ccccc2n3CC)c1,3%,1.3%,7%,6%,19%,
CCCSc1ncnc2sc(C)c(C)c12,-4%,1.5%,0%,0%,-1%,
CCOCCCNC(=O)c1cn(CC(C)C)c(=O)c2cc(OC)c(OC)cc12,.,6.5%,-5%,.,.,
O=C(CN1CCN(c2ccccc2O)CC1)Nc1cc(S(=O)(=O)N2CCCC2)ccc1Cl,.,8.3%,-7%,-8%,14%,
COc1ccc(N2C(=S)NC3N2C(=S)NC3(C)c2ccccc2)cc1 (stereo not drawn),-10%,0.4%,-20%,?,-4%,
COc1ccccc1NC(=O)/C(=C/c1cccs1)NC(=O)c1ccco1,7%,2.3%,.,-7%,-15%,
O=[N+]([O-])c1ccc(O)c(NC(=S)Nc2ccccc2)c1,-7%,9.3%,11%,8%,72%,
CC(=O)N[C@@H](C)C(=O)N1CCC(n2nccc2NC(=O)CCCc2ccccc2)CC1,0%,1.1%,4%,-6%,-12%,
O=C(COc1ccc2c(c1)oc(=O)c1ccccc12)N[C@@H](Cc1ccccc1)C(=O)O,3%,0.2%,1%,-13%,-27%,
Cc1nc2ccc(NC(=O)N3CCOCC3)cc2s1,-5%,3.1%,-4%,2%,1%,
Cc1cc(C)nc(N2CCCC(C(=O)Nc3cccc(Cl)c3)C2)n1 (stereo not drawn),5%,2.0%,5%,2%,8%,
COc1ccc(OCCCC(=O)OCC(=O)c2ccc3c(c2)NC(=O)CO3)cc1,3%,1.1%,1%,10%,8%,
O=c1[nH]nc2n1CCCCC2,0%,0.0%,5%,0%,9%,
# Remaining list, next part
SMILES,Salmonella PhoP GFP,inhibitors of VEEV,influenza NS1A,H37Rv inhibition,M. tuberculosis,others
COC(=O)C(C)N(C#N)c1nc(C)nc(C)n1 (stereo not drawn),-6%,i,21%,-10%,-2%,inhibitors of VEEV 10K pilot screen=0.0
CCSc1cc(N2CCCC2)nc(-c2ccc(Cl)cc2)n1,.,i,2%,8%,-3%,
N=C(N)SCc1nc2ccccn2c1Br,-1%,0.8%,19%,-4%,13%,
Cc1cc(C)c(NC(=O)COC(=O)COc2ccc3c(C)cc(=O)oc3c2)c(Cl)c1,.,1.8%,-5%,0%,-2%,
CC1(C)C(/C=C/C=C/C=C/C=C2\N(CCCCS(=O)(=O)O)c3ccc4ccccc4c3C2(C)C)=[N+](CCCCS(=O)(=O)[O-])c2ccc3ccccc3c21,5%,2.4%,2.7µM*,54%,5%,
CCOc1cc(C2C3=C(CC(C)(C)CC3=O)N(CCCOC)C3=C2C(=O)CC(C)(C)C3)ccc1O,-5%,0.2%,-21%,3%,12%,
O=c1ccc(NS(=O)(=O)c2ccccc2)cn1Cc1ccc(Cl)c(Cl)c1,-2%,4.4%,7%,2%,35%,
Cc1cccc(NC(=O)C2CC(O)CN2C(=O)Oc2ccccc2)c1 (stereo not drawn),13%,i,-6%,4%,-21%,
CC1Sc2ccc(S(=O)(=O)CCC(=O)N(C)Cc3ccco3)cc2NC1=O (stereo not drawn),4%,3.5%,1%,-13%,0%,
COCc1ccc(C(=O)N2CCCC(Nc3ccc(F)c(F)c3)C2)s1 (stereo not drawn),-3%,0.3%,-8%,2%,42%,
O=C(CN1C(=O)CSc2ccc(S(=O)(=O)N3CCOCC3)cc21)NCCCN1CCc2ccccc2C1,4%,i,-2%,-4%,2%,
CC(C)CNS(=O)(=O)c1cc2c3c(c1)CCC(=O)N3CCC2,-9%,i,9%,0%,-6%,
COc1ccc(Cc2ccccc2C(=O)O)cc1,.,i,2%,.,.,
CCOc1ccc(NC(=O)CN2C(=O)CSc3ccc(S(=O)(=O)N4CCOCC4)cc32)cc1,1%,1.5%,-4%,-4%,6%,
O=C(CCCc1c[nH]c2ccccc12)Nc1ccc(S(=O)(=O)Nc2ncccn2)cc1,3%,0.8%,6%,-9%,16%,
O=C(Cn1cnc2c(OCc3ccccc3)ncnc21)NCc1ccccc1,.,i,-4%,2%,-8%,
COc1cccc(/C=N/Nc2nc3ccccc3n3cnnc23)c1,-2%,?,-3%,12%,-19%,
CC1CCN(C(c2ccc(N(C)C)cc2)c2nnnn2Cc2ccc(F)cc2)CC1 (stereo not drawn),6%,2.6%,-5%,-1%,12%,
CCc1nnc(NS(=O)(=O)c2ccc(N/C=C(\C=O)c3nc4cc(Cl)ccc4o3)cc2)s1,0%,i,5%,?,?,
O=C(CCC(=O)N/N=C/c1ccccc1O)NCc1ccccc1,-5%,3.1%,-3%,-13%,6%,
CC(C)(C)c1nc(CN2CCCCC2)cc(CN2CCCCC2)c1O,1%,0.3%,3%,5%,6%,
O=S(=O)(c1cccc2nsnc12)N1CCc2ccccc21,.,i,20%,.,.,
Clc1ccc(CSc2cc3c(nn2)-c2ccccc2CC3)cc1,-2%,0.1%,-1%,?,62%,
COc1ccc(N2CCN(C(CNC(=O)C(=O)NCc3ccc4c(c3)OCO4)c3ccco3)CC2)cc1 (stereo not drawn),17%,i,-6%,3%,23%,
CCCc1ccc(C(=O)NNc2cccc(C)c2)cc1,-3%,0.8%,11%,?,?,

# No new results follow: entries from further up.
SMILES,Salmonella PhoP GFP,inhibitors of VEEV,influenza NS1A,H37Rv inhibition,M. tuberculosis,others
COc1ccc(Cc2ccccc2C(=O)O)cc1,.,i,2%,.,.,
CCOc1ccc(NC(=O)CN2C(=O)CSc3ccc(S(=O)(=O)N4CCOCC4)cc32)cc1,1%,1.5%,-4%,-4%,6%,
O=C(CCCc1c[nH]c2ccccc12)Nc1ccc(S(=O)(=O)Nc2ncccn2)cc1,3%,0.8%,6%,-9%,16%,

# Going on with the list.
SMILES,Salmonella PhoP GFP,inhibitors of VEEV,influenza NS1A,H37Rv inhibition,M. tuberculosis,others
CC(C)OCCCNC(=O)Cn1ncc2c(=O)oc3ccccc3c21,-9%,1.8%,-6%,4%,-5%,
S=c1[nH]nc(COc2ccc(Cl)cc2)n1-c1ccc(Cl)cc1,2%,1.4%,-1%,2%,-20%,
CN(C)S(=O)(=O)c1ccc(NC(=O)COC(=O)CC2CC3CCC2C3)cc1 (stereo not drawn),-11%,1.0%,-1%,7%,23%,
CCCNS(=O)(=O)c1ccc(N2CCCC2=O)c([N+](=O)[O-])c1,0%,2.2%,-4%,2%,-5%,
CCCC(=O)NC(=S)Nc1ccccc1OC,-1%,4.7%,7%,-4%,11%,
CCOc1cc(NC(=O)C2CC2)c(OCC)cc1NC(=O)CCn1nnc2ccccc21,0%,3.6%,-7%,-2%,-5%,
COc1cccc(C(=O)OC2CCN(C)CC2)c1,13%,0.5%,-1%,0%,2%,
Cc1c(C)c(C)c(CO/N=C/c2cccs2)c(C)c1C,-5%,0.9%,-7%,0%,-6%,
CCn1c(SCC(=O)N2CCOCC2)nc2oc3c(Cl)cc(Cl)cc3c(=O)c2c1=O,-9%,.,.,0%,79%,
C=CCn1c(NC(=O)c2ccco2)nc2ccccc21,5%,5.5%,-10%,?,?,
COc1ccc(Nc2nc(N3CCN(C)CC3)nc3ccccc23)c(OC)c1,-9%,2.2%,-9%,-4%,18%,

# Structural class, the compounds so far with a COOH group
SMILES,Salmonella PhoP GFP,inhibitors of VEEV,influenza NS1A,H37Rv inhibition,M. tuberculosis,others
Cn1nc(-c2ccccc2)c(C(=O)NCC(=O)O)c1Cl,-1%,1.1%,3%,-3%,-16%,inhibitors of VEEV 10K pilot screen=1.0
O=C(COc1ccc2c(c1)oc(=O)c1ccccc12)N[C@@H](Cc1ccccc1)C(=O)O,3%,0.2%,1%,-13%,-27%,
COc1ccc(Cc2ccccc2C(=O)O)cc1,.,i,2%,.,.,
